# Bioassay records: PubChem BioAssay, ICCB-Longwood Screening Facility, Harvard Medical School
# Polio RdRp inh: poliovirus RdRp elongation inhibitors, primary screen, biochemical, fluorescence polarization, total intensity; Genome polyprotein (Poliovirus type 1 (strain Mahoney)), P03300; poliovirus polymerase elongation; hits give low values; % elongation, % (compound at 16.7 µg/mL); hit rate 0.66% among 150,000; in the data active = % elongation below about 90%; note: some results filed as inactive read as strong as hits
# Target sequence (P03300 1749-2209 limits assumed): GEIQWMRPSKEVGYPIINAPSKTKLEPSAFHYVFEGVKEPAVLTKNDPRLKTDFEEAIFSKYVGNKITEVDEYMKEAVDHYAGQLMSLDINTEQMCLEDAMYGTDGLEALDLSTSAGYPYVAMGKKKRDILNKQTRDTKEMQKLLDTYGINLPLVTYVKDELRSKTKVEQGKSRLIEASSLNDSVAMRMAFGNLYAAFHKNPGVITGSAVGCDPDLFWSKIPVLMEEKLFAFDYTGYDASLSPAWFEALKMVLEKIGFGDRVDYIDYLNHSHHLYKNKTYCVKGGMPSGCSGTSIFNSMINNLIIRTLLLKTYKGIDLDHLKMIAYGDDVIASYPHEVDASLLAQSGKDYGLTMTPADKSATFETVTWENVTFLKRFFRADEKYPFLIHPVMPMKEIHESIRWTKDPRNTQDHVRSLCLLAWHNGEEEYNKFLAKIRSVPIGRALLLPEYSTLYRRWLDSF
# Polio RdRp inh FP z-score: recorded beside Polio RdRp inh, whose call it bears; z-score; measured here: FP z-score; hits read low
# * marks the source's active call; other numbers are inactive results; & = joins results of further samples. The list is partial; rates above refer to the full screens.
# The first five records, ahead of the listing:
# Sequence of screens – Polio RdRp inh	Polio RdRp inh FP z-score
O=C(CN1CCCC1)N1N=C(c2cccs2)CC1c1cccs1 (configuration not stated)
    99	-0.3
N#CC(C#N)=CC1=C(N2CCCC2)CCCC1
    101	-0.3
O=S(=O)(Nc1c(F)cccc1F)c1ccc2c(c1)OCCO2
    104	0
Cc1cccc(CCNC(=O)c2cc(=O)[nH]c3ccc(Br)cc23)c1
    102	-0.1
CCc1nc2sc3c(O)cc(=O)[nH]c3c2cc1C
    99	-1.5

# The listing, from the start:
# Sequence of screens – Polio RdRp inh	Polio RdRp inh FP z-score
O=C(CN1CCCC1)N1N=C(c2cccs2)CC1c1cccs1 (configuration not stated)
    99	-0.3
N#CC(C#N)=CC1=C(N2CCCC2)CCCC1
    101	-0.3
O=S(=O)(Nc1c(F)cccc1F)c1ccc2c(c1)OCCO2
    104	0
Cc1cccc(CCNC(=O)c2cc(=O)[nH]c3ccc(Br)cc23)c1
    102	-0.1
CCc1nc2sc3c(O)cc(=O)[nH]c3c2cc1C
    99	-1.5
Cc1nnc(N2CCC(C(=O)Nc3ccc(F)cc3)CC2)c2nn(-c3ccc(Cl)cc3)c(C)c12
    104	-0.4
COc1ccccc1Nc1nnc(SCc2ncc(-c3ccccc3)o2)s1
    102	0.1
CC(C)c1ccc(S(=O)(=O)Nc2ccc(O)c(Sc3nc4ccccc4s3)c2)cc1
    101	-1.3
COCCOC(=O)c1c(NC(=O)CNCc2ccco2)sc(C(N)=O)c1C
    126	4.2
CCc1nc2ccccc2n1CCCOc1ccc(Cl)cc1
    104	0.4

# New compounds follow
# Sequence of screens – Polio RdRp inh	Polio RdRp inh FP z-score
COc1ccc(-c2nnc(SC(C)c3nnc(-c4cccs4)o3)o2)cc1 (configuration not stated)
    107	0.5
O=C(NC1CCCCC1)c1ccc(Cl)cc1
    103	1.4
Oc1ccc(C(=S)N2CCOCC2)cc1
    101	-0.1
CCSc1nnc2c(n1)OC(C(=O)c1ccccc1)Nc1ccccc1-2 (configuration not stated)
    102	-0.1
NC(=O)COC(=O)c1oc2ccccc2c1COc1ccccc1
    103	0.2
CCOc1ccccc1NCC(=O)Nc1cc(C)ccc1Cl
    102	0.4
Cc1ccc(-c2cc(C(F)(F)F)n3ncc(-c4ccc(Cl)cc4)c3n2)cc1
    104	-0.3
COC(=O)CSc1ccc2nnc(-c3cccnc3)n2n1
    105	0.9
Cc1nc(C(F)(F)F)ccc1C(=O)Nc1ccccc1-c1ccccc1
    106	0.8
Cc1ccc(C2(C#N)C(=O)Nc3ccccc32)c(C)c1 (configuration not stated)
    101	-0.2

# Further records follow:
# Sequence of screens – Polio RdRp inh	Polio RdRp inh FP z-score
CCOc1ccc(C2CCCN2Cc2nc(N)nc(Nc3ccccc3)n2)cc1 (configuration not stated)
    114	2
CC(C)NC(=O)c1ccc2c(c1)nnn2C
    100	-0.2
C/C(=N\NC(=O)Cc1c(C)[nH]c(=O)[nH]c1=O)c1ccc(Br)cc1
    104	0.7
CN(C)c1ccc(/C=C2/C(=O)c3ccc(C(=O)O)cc3C2=O)cc1
    133	5.4
Cn1c(/N=C/c2c(O)ccc3ccccc23)nc2ccc(Br)cc21
    70	-6.7
CCOc1ccc(N2C(=O)N(Cc3c(F)cccc3Cl)c3ccccc3S2(=O)=O)cc1
    108	0.1
Cc1cccc(Cc2c(C)c3c(C)[nH]nc3oc2=O)c1
    105	0.4
CC1(C)Cc2c(C#N)c(NC3CCCCC3)nc(-c3ccco3)c2CO1
    103	0.5
CCn1c(=O)c2sccc2n2c(CCCC(=O)N3CCN(c4cc(Cl)ccc4C)CC3)nnc12
    116	0.1
CCOc1cccc(/C=N/NC(=O)c2cc(-c3cccn3C)n[nH]2)c1O
    105	0.6

# Continued.
# Sequence of screens – Polio RdRp inh	Polio RdRp inh FP z-score
Cc1ccc(Cl)cc1N1CCN(S(=O)(=O)c2ccc3[nH]c4c(c3c2)CCCC4)CC1
    115	2
CCC(=O)c1ccc(OC(=O)c2c(C)noc2C)cc1
    101	-0.2
CCOc1cc2sc(N3CCC(C(=O)Nc4ccc(CC)cc4)CC3)nc2cc1Br
    111	0.2
Cc1ccc(S(=O)(=O)CCC#N)cc1
    100	-0.2
Cc1cccn(Cc2c(Cl)cccc2Cl)c1=O
    108	1.6
CC(C)CC(=O)Nc1cc2nn(-c3ccccc3)nc2cc1Cl
    101	0.4
O=C(CC1N=C2c3ccccc3N=C(SCc3ccccc3F)N2C1=O)NCc1ccc2c(c1)OCO2 (configuration not stated)
    106	0
Cc1ccc(S(=O)(=O)CCN2C=CC(C(F)(F)F)=NCC2)cc1
    99	-0.8
O=C(O)CNC(=O)c1cc(=O)[nH]c(=O)[nH]1
    104	0
CCN(CC)S(=O)(=O)c1ccc2nc(CSc3nnnn3-c3ccc(O)cc3)[nH]c2c1
    101	-0.2

# Entries from the list above that contain an aryl methoxy group, in the order listed:
# Sequence of screens – Polio RdRp inh	Polio RdRp inh FP z-score
COc1ccccc1Nc1nnc(SCc2ncc(-c3ccccc3)o2)s1
    102	0.1
COc1ccc(-c2nnc(SC(C)c3nnc(-c4cccs4)o3)o2)cc1 (configuration not stated)
    107	0.5

# Later entries:
# Sequence of screens – Polio RdRp inh	Polio RdRp inh FP z-score
Cc1nc2ccccc2n1CC(O)c1ccccc1 (configuration not stated)
    108	0.6
Oc1ccc(Br)cc1/C=N/n1cnnc1
    101	-0.2
Cc1nc2ccccc2c(=O)n1-c1ccc(NC(=O)C(F)(F)F)cc1
    99	-2
COc1ccc(C(=O)NCCN=C2NS(=O)(=O)c3ccccc32)cc1
    101	-0.1
Cc1c(C(=O)O)oc2c1-c1nn(Cc3ccc(Cl)cc3)cc1CC2
    101	-2
O=c1[nH]nc(-c2cccs2)o1
    104	0.1
O=S(=O)(c1cccc(CSc2nc3ccccc3s2)c1)N1CCOCC1
    108	0.8
CC/C(Cc1ccccc1)=N\NC(=O)c1cc(C)oc1C
    105	0.1
O=C(CN1C(=O)CC2(CCCC2)C1=O)NC1CCS(=O)(=O)C1 (configuration not stated)
    103	0
CN1c2ccccc2Sc2cc(N)ccc21
    101	0

# The listing continues:
# Sequence of screens – Polio RdRp inh	Polio RdRp inh FP z-score
COc1cccc(CNC(=O)CCC(=O)N2Cc3cccc(OC)c3Oc3ncccc32)c1OC
    105	-0.7
Cc1ccc2nc(COc3cccc(NC(=O)c4ccccc4Cl)c3)cc(=O)n2c1
    108	0.4
c1csc(CNc2ncnc3sccc23)c1
    108	0.9
CCn1c2ccccc2c2nnc(SCC(=O)NC3CCCC3)nc21
    103	0
Cc1ccc(NC(=O)CN(C)S(=O)(=O)c2cccc3cccnc23)cc1F
    107	0.9
Cc1ccc(S(=O)(=O)N2C(=O)CCC2c2nc(-c3cccnc3)no2)cc1 (configuration not stated)
    101	0.5
O=C(O)CCc1nc2ccc(C(=O)O)cc2[nH]1
    100	-0.4
COc1cc(CNC2C3CC4CC(C3)CC2C4)ccc1OCc1cccs1 (configuration not stated)
    102	0.2
CCOC(=O)C(CC)Sc1ccc2nnc(CCNC(=O)c3ccc(F)cc3)n2n1 (configuration not stated)
    102	0.1
CCn1c(CS(=O)(=O)c2cc(C)ccc2C)nc2cc(C(=O)O)ccc21
    81*	-2.3*

# (list continues)
# Sequence of screens – Polio RdRp inh	Polio RdRp inh FP z-score
Cc1cc2nn(-c3ccccc3)nc2cc1NC(=O)COc1ccc(Cl)cc1
    112	0.9
CSc1cccc(NC(=O)COCc2cc(-c3ccc4c(c3)OCO4)on2)c1
    101	-0.1
Cc1ccccc1CN1C(=O)C(O)(CC(=O)c2cccc(Br)c2)c2ccccc21 (configuration not stated)
    109	0.8
CCc1ccc(NC(=O)Cn2cc3c(n2)CCCC3)cc1
    104	0.7
COc1ccccc1-n1cc(C(=O)NCC(=O)NCC2COc3ccccc3O2)c2ccccc2c1=O (configuration not stated)
    102	0.1
CCOC(=O)c1c(-c2ccc(C)o2)csc1NC(=S)NC(=O)N(C)C
    99	-1
Cn1c(N)c(C#N)c2c(c1=S)CCCC2
    88*	-5.4*
CC(C)CCNC(=O)c1cn(CC(C)C)c(=O)c2c1c1ccccc1n2C
    100	-0.5
CCS(=O)(=O)Nc1cc(OC)c(OC)c(OC)c1
    103	0.2
COc1ccccc1CC(=O)NCc1ccc(-c2cccs2)cc1
    105	0.3

# Other compounds follow.
# Sequence of screens – Polio RdRp inh	Polio RdRp inh FP z-score
O=C1c2ccc(-c3nc4ccccc4c(=O)o3)cc2C(=O)N1CC1CCCO1 (configuration not stated)
    106	0.5
Cc1ccc(CNC(=O)CSCc2ccccc2C)cc1
    105	0.4
COC(=O)C1=CN(C)C=C(C(=O)OC)C1c1cccs1
    101	0.4
O=C(Cn1nc(-c2ccccc2)c2c(c1=O)CCCC2)Nc1ccccc1
    101	-0.6
CCOC(=O)C1=C(c2ccccc2)NC(=S)NC1CC (configuration not stated)
    104	0.5
CC(=O)NS(=O)(=O)c1ccc(-c2ccc(/C=C3/C(=O)NN(c4cccc(Cl)c4)C3=O)o2)cc1
    103	0.3
COc1ccc(NC(=O)CSc2nccn2-c2ccccc2)cc1
    102	0.3
O=C(COc1ccc2oc3c(c2c1)CCCC3)OCc1ccccn1
    110	1.2
COc1ccc(C(=O)CSc2nsc(SCC(=O)c3ccc(OC)cc3)c2C#N)cc1
    106	0.4
CCOC(=O)c1c(CN2CCOCC2)n(C)c2cc(Br)c(OC(C)=O)cc12
    101	-0.2

# More structures follow.
# Sequence of screens – Polio RdRp inh	Polio RdRp inh FP z-score
CC(=O)Oc1ccccc1C(=O)Oc1ccc(/C=N\n2cnnc2)cc1
    100	-0.4
O=C1/C(=C\c2ccsc2)CC/C1=C/c1ccsc1
    101	0.2
COc1cc(C2C3=C(CCCC3=O)Nc3[nH]c(=O)[nH]c(=O)c32)cc(OC)c1OC (configuration not stated)
    104	0.6
COc1ccc(/C=C/C(=O)OCC(=O)Nc2ccccc2Cl)cc1
    100	-1
CC(C)N(Cc1ccccc1)C(=O)COc1ncnc2c1cnn2-c1ccccc1
    100	0
CC1=CC(C)C2COC(c3ccccc3OCc3ccccc3)C1C2C (configuration not stated)
    104	0.1
Cc1ccc(NC(=O)CCCc2nnc3n(C)c(=O)c4sccc4n23)cc1F
    106	0.2
CN(C)c1ccc(CNC(=O)C2CCCN(S(=O)(=O)c3ccc4c(c3)oc(=O)n4C)C2)cc1 (configuration not stated)
    108	0.3
CN(Cc1ccccc1)C(=O)CN1CCCC1=O
    101	-0.1
COC(=O)CNC(=O)c1nn(-c2ccc(OC)cc2OC)c(=O)c2ccccc12
    103	0.5

# (further entries)
compound	Polio RdRp inh	Polio RdRp inh FP z-score
CCN(CC(=O)NCc1ccc(Cl)cc1)CN1C(=O)C2CC=CCC2C1=O (configuration not stated)	105	0.3
COc1cc(CN(C(=O)/C(=C/c2cccnc2)NC(=O)c2ccccc2)C2CCCCC2)ccc1O	103	0.3
Cc1cc(Br)ccc1NC(=O)CSc1c2c(nc3ccccc13)CCC2	98	-1.2
CSCC(CSC)OC(=O)c1c(-c2c(Cl)cccc2Cl)noc1C	104	0.1
Cc1ccc(NC(=O)C(CC(C)C)NS(=O)(=O)c2ccc3c(c2)CCCC(=O)N3)cc1 (configuration not stated)	102	0.5
CCCNC(=O)Cn1c(=O)oc2cc(S(=O)(=O)N3CCCC3)ccc21	103	0.1
CCCCCCCCCCCCCC(=O)O[C@@H]1[C@@H](C)[C@@]2(O)[C@@H](C=C(CO)C[C@]3(O)C(=O)C(C)=C[C@@H]23)[C@@H]2C(C)(C)[C@]12OC(C)=O	98&100	-0.4&0.1
CN1C(=O)CC(C(=O)Nc2ccc(C(=O)O)cc2)SC1=Nc1ccc(Cl)cc1 (configuration not stated)	107	0.7
NCCCNc1ccc(C(F)(F)F)cn1	102	0.3
CC(C)/C(N)=N/OC(=O)c1ccc(I)cc1	103	0.6
C#CCCN1CCN(C(=O)Nc2ccc(F)cc2)CC1	102	-0.1
Cc1ccc(C)c(NC(=O)Cn2c(=O)n(CC3CCCO3)c(=O)c3ccccc32)c1 (configuration not stated)	107	0.3
CC1=C(c2ccc(C)c(C)c2)S(=O)(=O)N=C1N1CCN(c2cccc(C(F)(F)F)c2)CC1	108	0
C=CCn1c(C)csc1=Nc1ccc(C(=O)OCC)cc1	103	-0.4
COc1ccc(CCNC(=O)C2(C)CCC(=O)N2CCC(C)C)cc1OC (configuration not stated)	103	0.2

# (cont.)
compound	Polio RdRp inh	Polio RdRp inh FP z-score
CC1(NC(=S)Nc2ccc(O)cc2)CCS(=O)(=O)C1 (configuration not stated)	98	-0.7
COc1ccc(-c2nnc3c4ccccc4c(C)nn23)cc1S(=O)(=O)NC(C)(C)C	102	0.3
Cc1nn(CCCC(=O)Nc2cccc(C(F)(F)F)c2)c(=O)c2nn(-c3ccccc3)c(C)c12	103	0.1
CCc1ccc(S(=O)(=O)c2cn(CC)c3ccccc3c2=O)cc1	101	-1
COc1ccc(C(=O)NCCc2cn3ccccc3n2)cc1	105	0.8
CC(=O)Oc1ccc2occ(C(=O)CCN(C)C)c2c1	101	-0.2
CC(Sc1nnc2c(Cl)cc(Cl)cn12)C(=O)NCc1ccco1 (configuration not stated)	101	-0.3
Cc1c(Cl)cccc1NC(=O)N1CCN(C(=O)c2nsc3ccccc23)CC1	108	0.1
CSc1nncn1/N=C/c1ccc(Br)cc1	102	0.9
CC(C)OC(=O)C1C(=O)NC2(C)CC1c1ccccc1O2 (configuration not stated)	104	0.6
CC(NC(=O)c1ccccc1NC(=O)c1ccco1)C(=O)NN(c1ccccc1)c1ccccc1 (configuration not stated)	95	-0.4
CCOc1ccc(NC(=O)c2ncn(-c3ccccc3)n2)cc1	107	0.6
Cn1c(-c2ccccc2)nn(CN2CCC(C(N)=O)CC2)c1=S	100	-0.4
COc1ccc(C2=C(C)C(c3cccs3)c3ccccc3O2)cc1 (configuration not stated)	109	0.5
Cc1ccc(-n2c(SCc3ccc(C#N)cc3)nc3ccccc32)cc1	99	-0.5
O=C1CS(=O)(=O)C2(C(=O)N(Cc3cccc(F)c3)c3ccccc32)N1c1ccccc1 (configuration not stated)	94	-2.5
